MBNL1 CUG block: MBNL1-poly(CUG) RNA binding inhibition; Q9NR56; TR-FRET MBNL1-His/biotin-(CUG)12 binding, 665/545 ratio; Potency, µM (top dose mostly 57.5 µM), for the others: top-dose activity change, negative = inhibition, hits mostly inhibitors; 280,000 tested, 0.036% active; AID 2675; active = well fitted inhibition curve with a large enough effect in the signal ratio, with a control signal flat, not every such curve was filed as active; inconclusive = small, poorly fitted or top-dose-only effect, or effect the other way, or a change in a side signal; inactive = no such curve, though single readings can be large or run the other way; the % refers to the signal ratio; note: potency is the fitted concentration of half-maximal effect; % is set by controls: 0 for no effect and ±100 for the full control effect
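Compound titration spanned 92 nM–58 uM against the MBNL1-His/biotin-(CUG)12 complex. After 60 min at room temperature with 5 nM streptavidin-XL665 and 0.055 ng/ul terbium anti-His, ratiometric 665/545 nm emission (Ex 340 nm) normalized to controls.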
KCNH2 3.1 inh: KCNH2 3.1 (human) potassium channel inhibition. U2OS KCNH2 3.1, thallium flux FluxOr; hits give low values. activity change, % (tested at about 1.8 µM). 340,000 tested, 0.95% active;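 active = maximum activity change below -70%; inconclusive = maximum activity change from -70% to -50%; inactive = maximum activity change above -50%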;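 note: thallium influx rate constant from kinetic fluorescence after stimulation buffer; % is set by controls: 0 for no effect and ±100 for the full control effect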
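Thallium flux via FluxOr fluorescence (Red40 quencher, 45 min loading) in U2OS cells virally expressing the KCNH2 3.1 isoform (1.77 x 10^8 /mL virus, overnight at 37 C). Rate constants from 2-min kinetic reads post-stimulation, normalised to positive and negative controls.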
PKM2 act: increases activity of human pyruvate kinase M2 | Potency, µM (titrated, usually from 57.5 µM), inactives show top-dose activation, usual class: activators | 260,000 tested, 0.34% active | AID 1631 | P14618 | purified PKM2, Kinase-Glo ATP luminescence, activation; response scale: 0% is enzyme alone, no compound; note: potency is the fitted concentration of half-maximal effect; % is set by controls: 0 for no effect and ±100 for the full control effect; nearly all actives have a fitted effect of over 55% in size
Target sequence (P14618 whole entry, looked up): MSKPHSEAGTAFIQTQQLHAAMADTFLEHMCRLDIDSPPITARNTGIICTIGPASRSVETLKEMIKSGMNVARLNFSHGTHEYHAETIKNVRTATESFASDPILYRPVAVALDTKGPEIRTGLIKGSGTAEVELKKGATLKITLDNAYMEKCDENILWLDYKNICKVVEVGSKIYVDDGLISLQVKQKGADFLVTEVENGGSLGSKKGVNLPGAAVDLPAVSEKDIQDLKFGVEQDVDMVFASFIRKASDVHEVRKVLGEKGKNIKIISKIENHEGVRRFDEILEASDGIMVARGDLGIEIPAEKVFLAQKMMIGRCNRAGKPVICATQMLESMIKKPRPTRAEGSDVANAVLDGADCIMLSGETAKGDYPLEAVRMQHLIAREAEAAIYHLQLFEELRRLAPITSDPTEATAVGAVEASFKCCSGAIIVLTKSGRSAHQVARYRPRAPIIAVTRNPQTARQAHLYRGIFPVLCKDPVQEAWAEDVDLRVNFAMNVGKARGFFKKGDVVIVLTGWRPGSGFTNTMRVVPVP
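hPK-M2, >95% pure; 0.1 mM ADP / 0.5 mM PEP final; imidazole pH7.2 buffer w/ 7 mM MgCl2, 50 mM KCl; 1 h RT; Kinase-Glo lum. Intermediate enzyme activity for dual inhibitor/activator qHTS.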
Rab9 promoter act: activators of Rab9 promoter; Potency, µM (highest dose often 9.22 µM), for inactives: top-dose activation, negative = inhibition, usual class: activators; 320,000 tested, 2.8% active; Huh7 Rab9 promoter-luciferase reporter, luminescence, 24 h; note: potency is the fitted concentration of half-maximal effect; % of control where 0% means no effect; nearly all actives have a fitted effect of over 60% in size
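Using Huh7 cells stably transfected with Rab9 promoter–luciferase, compounds were incubated 24 h at 37 °C, 5% CO2; luciferase luminescence was read 10 min after reagent addition.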
ELG1 DNA repair: ELG1-dependent DNA repair inhibition; HEK293T ELG1-luciferase reporter, luminescence, 16 h; DNA damage induced by 5-fluorouridine; Potency, µM (titrated, usually from 46.1 µM), for inactives: at the top dose activity change, negative = inhibition, hits mostly inhibitors; 330,000 tested, 2.3% active; note: potency is the fitted concentration of half-maximal effect; % is set by controls: 0 for no effect and ±100 for the full control effect; nearly all actives have a fitted effect of over 55% in size
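Luminescence from the luciferase reporter, measured 30 min after ONE-Glo reagent at room temperature, was the read-out. Beforehand, 2,000 cells per well were exposed for 16 hr at 37 °C to 5-fluorouridine together with compound or vehicle.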
RORg inh: ROR gamma (mouse) transcription inhibition; P51450; Potency, µM (series often up to 53.6 µM), for inactives: at the highest dose activity change, negative = inhibition, hits mostly inhibitors; 310,000 tested, 5.4% active; Drosophila S2 Gal4-RORgamma UAS-luciferase reporter, 20 h; AID 2551; note: potency is the fitted concentration of half-maximal effect; % is set by controls: 0 for no effect and ±100 for the full control effect; nearly all actives have a fitted effect of over 60% in size
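Drosophila S2 cells stably expressing Gal4-DBD/mouse RORγ fusion under metallothionein promoter plus UAS-luciferase; compound 1 h, then 700 uM CuSO4 induction for 20 h at ambient temperature; inhibition read as reduced luminescence.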
VP16 counter: inhibits Gal4-VP16 luciferase reporter, ROR gamma counter-screen; Drosophila S2 Gal4-VP16 UAS-luciferase, luminescence, 20 h; Potency, µM (highest dose often 53.6 µM), for inactives: at the top dose activity, negative = inhibition, hits mostly inhibitors; 310,000 tested, 3.5% active; AID 2546;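 note: Gal4-VP16 expression switched on by copper sulfate through the metallothionein promoter; potency is the fitted concentration of half-maximal effect; % is set by controls: 0 for no effect and ±100 for the full control effect; nearly all actives have a fitted effect of over 50% in size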
FLuc counter: inhibits or activates purified firefly luciferase, miR-21 counter-screen | P08659 | purified FLuc, Km substrates, luminescence inhibition | Potency, µM (highest dose often 57.5 µM), for the others: at the highest dose activity change, negative = inhibition, actives largely listed as inhibitors | 360,000 tested, 6.9% active;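 note: potency is the fitted concentration of half-maximal effect; plate controls were vehicle for no effect and reference inhibitor for full effect; nearly all actives have a fitted effect of over 55% in size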
Target sequence (P08659 whole entry, looked up): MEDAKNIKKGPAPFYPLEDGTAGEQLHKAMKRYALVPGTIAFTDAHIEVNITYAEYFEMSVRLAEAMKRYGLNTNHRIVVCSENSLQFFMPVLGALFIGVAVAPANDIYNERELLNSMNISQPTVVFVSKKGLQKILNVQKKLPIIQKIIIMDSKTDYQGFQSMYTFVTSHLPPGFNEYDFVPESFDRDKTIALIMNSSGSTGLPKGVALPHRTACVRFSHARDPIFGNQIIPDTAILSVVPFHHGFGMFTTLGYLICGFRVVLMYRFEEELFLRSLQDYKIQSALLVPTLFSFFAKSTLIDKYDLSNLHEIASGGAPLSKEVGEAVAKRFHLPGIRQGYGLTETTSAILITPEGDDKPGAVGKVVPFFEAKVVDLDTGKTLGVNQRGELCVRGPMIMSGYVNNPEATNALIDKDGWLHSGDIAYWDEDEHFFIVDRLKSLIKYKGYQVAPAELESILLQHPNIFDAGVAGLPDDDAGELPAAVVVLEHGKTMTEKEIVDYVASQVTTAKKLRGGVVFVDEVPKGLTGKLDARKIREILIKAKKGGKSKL
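Purified P. pyralis luciferase, 10 nM final, with Km-level 10 uM D-luciferin and 10 uM ATP in 50 mM Tris acetate pH 7.5, 10 mM Mg acetate, 0.01% Tween-20, 0.05% BSA; 6-point qHTS titration about 60 µM downward; luminescence read.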
NPC1 prom act: activators of NPC1 promoter. Huh7 NPC1 promoter luciferase reporter, 24 h. Potency, µM (titrated, usually from 9.22 µM), for inactives: top-dose activation, actives largely listed as activators. 320,000 tested, 2.4% active. AID 485313;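 note: potency is the fitted concentration of half-maximal effect; % of control where 0% means no effect; nearly all actives have a fitted effect of over 60% in size; reporter is driven by a mutant NPC1 promoter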
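Compounds in DMSO were transferred onto Huh7 NPC1-luciferase reporter cells pre-incubated 2 h; after 24 h at 37 °C, Amplite reagent was dispensed and luminescence recorded 10 min later.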
Mito fusion yeast: blocks mitochondrial division or promotes mitochondrial fusion | 320,000 tested, 0.23% active | S. cerevisiae fusion-defective mutant growth rescue, CellTiterGlo 48 h | AID 485298 | Potency, µM (series often up to 46.1 µM), for inactives: at the highest dose growth rescue (activation), usual class: activators;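 note: potency is the fitted concentration of half-maximal effect; % of control where 0% means no effect; nearly all actives have a fitted effect of over 45% in size; temperature-sensitive fusion mutants such as fzo1-1 at 37 °C on non-fermentable ethanol glycerol medium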
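Growth-rescue viability read-out: after 48 h at the non-permissive 37C in glycerol/ethanol YPEG, yeast mitochondrial fusion mutants are measured by CellTiterGlo luminescence; compounds (23 nl pinned per well) restoring growth score as division inhibitors or fusion activators.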
Menin MLL FP TR: menin-MLL binding inhibition, Texas Red mutant peptide; 270,000 tested, 0.23% active; Menin + Texas Red MLL mutant peptide, fluorescence polarization; O00255; Potency, µM (doses to about 61.6 µM), for the others: at the top dose FP activity change, negative = inhibition, usual class: inhibitors; active = well fitted inhibition curve with a large enough effect in the polarisation, with a control signal flat, not every such curve was filed as active; inconclusive = small, poorly fitted or top-dose-only effect, or effect the other way, or a change in a side signal; inactive = no such curve, though single readings can be large or run the other way; the % refers to the polarisation; note: potency is the fitted concentration of half-maximal effect; % of control where 0% means no effect; many of its hits are not listed in these tables
Numbers without * were called inactive; ? = inconclusive; . = no result given; [ ] = another dose, or the depositor's remark. Unless noted, calls come from the whole dose curve; as a rule, active = well fitted curve in the direction sought with a large enough effect; inconclusive = small, poorly fitted or top-dose-only effect, or another doubt; inactive = no such curve, though single readings can be large; an effect the other way counts as inactive or inconclusive.

SMILES	MBNL1 CUG block	KCNH2 3.1 inh	PKM2 act	Rab9 promoter act	ELG1 DNA repair	RORg inh	VP16 counter	FLuc counter	NPC1 prom act	Mito fusion yeast	Menin MLL FP TR
CCn1c(CNC(=O)C(C)(C)C)nc2ccccc21	-9%	-3	-12%	-3%	-4%	21%	-2%	-1%	0%	0%	-13%
CCOc1ccc(NC(=O)N2CCC(n3nnc4cc(C)ccc43)CC2)cc1	-1%	-3	2%	-6%	?	43%	-9%	-5%	-1%	0%	2%
CCOc1ccc(N2C(=O)/C(=C/c3ccco3)N(C)C2=S)cc1	10%	-14	?	4%	15%	-9%	-11%	1%	-2%	-3%	?
CC(C)CCNC(=O)C(c1ccco1)N(Cc1cccs1)C(=O)Cn1nnc2ccccc21 (stereo not given)	-3%	-5	0%	9%	?	44%	2%	-1%	-1%	8%	?
CC(C)(C)NC(=O)C1CC1(c1ccccc1)c1ccccc1 (stereo not given)	-5%	-12	.	-8%	?	22%	2%	1%	0%	4%	-14%
COc1cccc(NC(=O)CSc2nc3ccccc3nc2N2CCOCC2)c1	16%	6	0%	7%	11%	42%	2%	-15%	-4%	-2%	16%
COc1cc(/C=N/NC(=O)Cc2ccccc2)ccc1Oc1ccc([N+](=O)[O-])cc1[N+](=O)[O-]	-10%	?	-4%	2%	-25%	22%	3%	-1%	3%	-4%	?
CCOc1ccc(C(=S)N2CCCC2)cc1OCC	-4%	-1	2%[11.5 µM]	-5%	4%	-1%	-1%	-2%	0%	-11%	7%
CCCCN(C(=O)C(C)Oc1ccc(Br)cc1)c1c(N)n(CC(C)C)c(=O)[nH]c1=O (stereo not given)	.	3	.	16%	-9%	.	.	?	5%	4%	.
Cc1noc2c1C(c1ccc(N(C)C)cc1)C1=C(CC(C)(C)CC1=O)N2 (stereo not given)	11%	5	-4%	0%	-2%	-11%	8%	1%	1%	4%	.
CC1c2[nH]c3ccccc3c2CCN1C(=O)Nc1ccccc1 (stereo not given)	-11%	-35	4%	0%	?	-11%	-7%	3%	-6%	4%	12%
CC(CN(C)C)CN1c2ccccc2Sc2ccccc21 (stereo not given)	.	4	.	-6%	2%	-16%	5%	0%	-5%	2%	-21%
COc1ccc(/C=N/Nc2ncc(C(F)(F)F)cc2Cl)cc1OC	-12%	-3	3%	1%	-13%	?	3.5µM*	5%	-6%	-5%	14%
CC1(C)Cc2c(cnn2-c2ccc(F)cc2)C(NC(=O)CN2CCCC2=O)C1 (stereo not given)	-6%	9	.	0%	0%	11%	-2%	-5%	-17%	1%	.
O=C(Nc1c(C(=O)N2CCN(c3ccccn3)CC2)oc2ccccc12)c1cccc([N+](=O)[O-])c1	1%	-49	5%	-8%	?	-6%	-10%	5%	1%	7%	25%
COC(=O)c1c(NC(=O)CCl)sc(C(=O)N2CCOCC2)c1C	-9%	-6	.	-2%	?	10µM*	1.8µM*	1%	-7%	-40%[inhibitor]	-16%
O=C(c1ccc(=O)[nH]n1)N1CCN(S(=O)(=O)c2ccc3ccccc3c2)CC1	9%	-10	.	6%	16µM*	-2%	6%	-11%	-9%	-1%	16%
O=C(O)CCSc1nc2ccccc2c(=O)[nH]1	-5%	-5	-5%	3%	1%	-17%	2%	-15%	-4%	-4%	-2%
O=C(NC1CCCCC1)C(c1ccccn1)N(C(=O)c1csnn1)C1CC1 (stereo not given)	1%	-3	-2%	3%	0%	-1%	-2%	1%	0%	-1%	-4%
Cc1cc(C(=O)N2CCN(Cc3ccccc3)CC2)ccc1[N+](=O)[O-]	?	-2	-17%	-1%	-16%	?	-3%	-1%	4%	4%	-24%
Cc1ccc(O)c(Nc2nc(-c3ccccc3)nc3ccccc23)c1	6%	0	-2%	4%	?	4%	-17%	-3%	0%	4%	?
O=C(CSc1nnc(COc2ccc(F)cc2)o1)N1c2ccccc2CCc2ccccc21	0%	1	5%	0%	?	36%	3%	-5%	4%	2%	0%
Cc1ccc(NS(=O)(=O)c2ccc(Cl)nc2)c(C)c1	.	0	.	2%	14%	.	.	0%	-3%	-2%	.
O=C1CC(/C=C/c2ccc([N+](=O)[O-])cc2)=Nc2ccccc2N1	.	-9	13%	?	?	?	-1%	?	29%	-6%	.
CN(C(=O)COC(=O)CCCN1C(=O)c2cccc3cccc(c23)C1=O)C1CCS(=O)(=O)C1 (stereo not given)	.	13	.	4%	14%	.	.	?	0%	-5%	.
Cc1ccc(C)c(NC(=O)CCC(=O)NNC(=O)C(c2ccccc2)c2ccccc2)c1	-4%	6	-4%	-9%	1%	-12%	0%	-16%	-7%	-1%	-14%
CCC(=O)N1N=C(c2ccccc2)CC1c1ccc([N+](=O)[O-])cc1 (stereo not given)	?	0	0%	2%	-1%	24%	-6%	4%	-2%	20%	12%
Cn1cnnc1SCC(=O)N/N=C/c1ccc(OCC(N)=O)cc1	7%	14	0%	-1%	3%	-6%	-6%	-3%	-2%	0%	.
Cc1cnc(NC(=O)CCCSc2nc3ccccc3s2)s1	?	-8	-2%	2%	?	?	?	0%	13%	4%	-1%
CCCC1(C(=O)OC)NC(c2ccco2)C2C(=O)N(C)C(=O)C21 (stereo not given)	-10%	9	-6%	-1%	5%	0%	2%	1%	-2%	-8%	10%
c1ccc(-c2cc3c(NCC4COc5ccccc5O4)ncnc3s2)cc1 (stereo not given)	.	-8	6%	1%	21µM*	?	?	?	-2%	-2%	3%
O=C(Nc1ccc(-n2ccnc2P(=O)(O)c2ccccc2)cc1)c1ccccc1Br	9%	-13	-7%	1%	-1%	9%	-5%	-13%	7%	-1%	?
CCOC(=O)C(C)NC(=O)c1cn(-c2ccc(OC)cc2)c(=O)c2ccccc12 (stereo not given)	-6%	-3	.	1%	1%	13%	-7%	-2%	5%	9%	-12%
CC1(C)OC(=O)C(=NNc2ccc(Br)cc2)C(=O)O1	?	2	0%	-4%	?	?	-2%	19µM*	-2%	2%	3%
CCOC(=O)C1CCN(C(=O)c2oc3ccc(S(=O)(=O)N4CC(C)CC(C)C4)cc3c2C)CC1 (stereo not given)	-1%	-9	8%	-19%	10µM*	94%	9%[0.365 µM]	2%	-12%	14%	-11%
COc1cc(NC(=O)c2c(OC)cccc2OC)ccc1NC(=O)c1cc2ccccc2o1	0%	14	-5%	?	?	-21%[1.91 µM]	22%	?	?	-3%	9%
O=C1CCCc2nn(-c3ccccc3)nc21	-2%	11	2%	19%	?	?	28%	?	28%	3%	3%
COC(=O)C1(CC2CC(c3ccc(Cl)cc3)=NO2)CCN(C(=O)OC(C)(C)C)CC1 (stereo not given)	.	-7	.	-5%	-24%	.	.	0%	-3%	?	.
CCNc1ccc(S(=O)(=O)N(C)C)cc1NCC(=O)Nc1ccccc1Cl	-3%	-9	6%	-5%	-18%	31%	2%	7%	0%	-3%	-23%
O=C1CCCN1CCCNc1ncnc2c1[nH]c1ccccc12	-3%	10	-9%	-1%	?	18%	5%	0%	3%	0%	12%
COCCCNC(=O)CNC(=O)c1nn(-c2ccc(OC)c(Cl)c2)c(=O)c2ccccc12	?	-9	.	0%	-5%	6%	0%	-2%	-2%	-1%	-1%
COc1cc(NC(=S)NC(=O)CC(C)C)ccc1NC(=O)c1cc2ccccc2o1	-2%	-1	0%	-2%	15%	?	?	-1%	1%	-3%	3%
Nc1ccc2c(c1)ncn2CCCn1cnc2cc(N)ccc21	-10%	17	9%	0%	-4%	7%	-11%	-1%	-3%	-2%	-25%
COc1ccc(/C=C2\CCCC3C2=NN(C(=O)c2ccco2)C3c2ccc(OC)c(OC)c2)cc1OC (stereo not given)	8%	-7	-2%	17%	?	?	-10%	6%	-4%	4%	?

These rows are one share of the data, so the mix of outcomes need not match the whole.
